PI5P4Ka inh: qHTS for Inhibitors of phosphatidylinositol 5-phosphate 4-kinase (PI5P4K); max response, %; PI5P4Kalpha enzyme, ADP-Glo luminescence, 60 min; hits give low values; Phosphatidylinositol 5-phosphate 4-kinase type-2 alpha (Homo sapiens), P48426; 330,000 tested, 1.2% active; active = max response of -50% or lower; inconclusive = between -30% and -50%; inactive = -30% or higher; also: value at the top dose of about 77 µM; % is scaled to controls: 0 for no effect and ±100 for the full control effect
Target sequence (P48426 whole entry, looked up): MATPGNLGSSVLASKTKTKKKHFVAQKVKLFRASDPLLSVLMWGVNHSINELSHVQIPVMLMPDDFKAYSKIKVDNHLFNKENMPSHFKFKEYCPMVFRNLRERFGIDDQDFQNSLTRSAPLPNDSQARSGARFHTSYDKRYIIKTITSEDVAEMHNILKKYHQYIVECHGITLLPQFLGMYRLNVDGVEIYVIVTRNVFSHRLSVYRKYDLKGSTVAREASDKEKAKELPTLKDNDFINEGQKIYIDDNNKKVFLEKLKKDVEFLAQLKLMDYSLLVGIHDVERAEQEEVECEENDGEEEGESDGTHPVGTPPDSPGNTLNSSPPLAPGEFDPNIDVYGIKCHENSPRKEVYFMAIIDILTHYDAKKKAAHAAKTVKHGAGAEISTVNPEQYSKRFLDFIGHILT
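Controls without substrate or without enzyme flank wells where PI5P4Kalpha converts substrate using 5 microM ATP (final). Incubation lasts 60 minutes at room temperature; ADP formed is read by ADP-Glo luminescence.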
WRN helicase inh: qHTS for Inhibitors of WRN Helicase; Bifunctional 3'-5' exonuclease/ATP-dependent helicase WRN (Homo sapiens), Q14191; WRN helicase unwinding, fluorescent forked duplex, kinetic; Potency, µM (top dose mostly 114 µM), inactives show at the top dose activity change, negative = inhibition, hits mostly inhibitors; 360,000 tested, 0.46% active; also: potency is read from the fitted curve at half-maximal effect; % is scaled to controls: 0 for no effect and ±100 for the full control effect; nearly all actives have a fitted effect of over 55% in size
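WRN at 20 nM final was preincubated with compound for 15 min at room temperature; reaction started with 100 nM forked duplex oligonucleotide carrying fluorophore and quencher plus 2 mM ATP (final). Unwinding followed kinetically by red fluorescence (ex 525/em 598 nm).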
GLP1R inv ag: qHTS of GLP-1 Receptor Inverse Agonists (Inhibition Mode); Potency, µM (doses to about 38.3 µM), for the others: top-dose activity change, negative = inhibition, actives largely listed as inhibitors; 410,000 tested, 1.6% active; Glucagon-like peptide 1 receptor (Homo sapiens), P43220; HEK293 GLP-1R CRE-luciferase, luminescence, 24 h; GLP-1R form is constitutively active; also: potency is read from the fitted curve at half-maximal effect; % is scaled to controls: 0 for no effect and ±100 for the full control effect; nearly all actives have a fitted effect of over 55% in size
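Luminescence readout: a drop in cAMP-driven luciferase signal flags inverse agonism at a constitutively active GLP-1R stably expressed in HEK293. Compound exposure lasted 24 hr at 37 deg C, 5% CO2.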
GLP1R cytotox: qHTS of GLP-1 Receptor Inverse Agonists: Cytotox Screen. AID 624418, 2012. Potency, µM (highest dose often 38.3 µM), for the others: at the top dose activity change, negative = inhibition, hits mostly inhibitors. 410,000 tested, 0.13% active. HEK293 cAMP-luciferase reporter cells, luminescence, 24 h;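 also: loss of luciferase light is scored as toxicity; potency is read from the fitted curve at half-maximal effect; % is scaled to controls: 0 for no effect and ±100 for the full control effect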
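MLSMR compounds, 24 hr on cells at 37 deg C/5% CO2; luminescence after luciferase reagent (12 min RT). Inhibition counted as the undesired cytotoxic outcome.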
DRD3 agonist: qHTS of D3 Dopamine Receptor Agonist: qHTS; 410,000 tested, 0.58% active; D(3) dopamine receptor (Homo sapiens), P35462; D3R DiscoveRx beta-arrestin cells, luminescence, 90 min; max activation, %; in the data active = max activation above about 30%; also: 0% is about no effect; mostly tested at two doses, the higher about 12 µM
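Agonist-mode cell screen: cells plated at 1500/well and incubated overnight at 37 °C, then exposed to library compounds for 90 min at 37 °C. Detection reagent was added for 30–60 min at room temperature, and luminescence was read.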
D3 antag: qHTS of D3 Dopamine Receptor Antagonist: qHTS. D(3) dopamine receptor (Homo sapiens), P35462. 360,000 tested, 2.5% active. max response, negative = inhibition, %. D3R cells, DiscoveRx beta-arrestin luminescence, antagonist mode; hits give low values; in the data active = max response below about -50%; inconclusive = no clear call, values can overlap the other calls; also: % is scaled to controls: 0 for no effect and ±100 for the full control effect; mostly tested at two doses, the higher about 12 µM
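Cells expressing the human receptor were seeded at 1500 cells/well, incubated overnight at 37 degrees C in 5% CO2, then exposed to library compounds with dopamine controls for 90 minutes at 37 degrees C before luminescent detection.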
GLP-1R agonist: qHTS of GLP-1 Receptor Agonists; HEK293 GLP-1R CRE-luciferase, luminescence, 4-6 h; cells express a hypersensitive GLP-1R form; Potency, µM (titrated, usually from 45.6 µM), inactives show top-dose activation, usual class: activators; 380,000 tested, 0.007% active; AID 624172, 2012; also: potency is read from the fitted curve at half-maximal effect; % of control where 0% means no effect
PLK1 PBD inh: qHTS for Inhibitors of PLK1-PDB (polo-like kinase 1 - polo-box domain): Primary Screen | Potency, µM, for the others: max response, negative = inhibition, actives largely listed as inhibitors | Plk1 PBD binding of FITC phosphopeptide, fluorescence polarization | 360,000 tested, 2.8% active | Serine/threonine-protein kinase PLK1 (Homo sapiens), P53350 | AID 720504, 2013; also: potency is read from the fitted curve at half-maximal effect; series mostly up to about 57 µM; % is scaled to controls: 0 for no effect and ±100 for the full control effect; nearly all actives have a fitted effect of over 65% in size
Target sequence (P53350 whole entry, looked up, the tested form may be a part): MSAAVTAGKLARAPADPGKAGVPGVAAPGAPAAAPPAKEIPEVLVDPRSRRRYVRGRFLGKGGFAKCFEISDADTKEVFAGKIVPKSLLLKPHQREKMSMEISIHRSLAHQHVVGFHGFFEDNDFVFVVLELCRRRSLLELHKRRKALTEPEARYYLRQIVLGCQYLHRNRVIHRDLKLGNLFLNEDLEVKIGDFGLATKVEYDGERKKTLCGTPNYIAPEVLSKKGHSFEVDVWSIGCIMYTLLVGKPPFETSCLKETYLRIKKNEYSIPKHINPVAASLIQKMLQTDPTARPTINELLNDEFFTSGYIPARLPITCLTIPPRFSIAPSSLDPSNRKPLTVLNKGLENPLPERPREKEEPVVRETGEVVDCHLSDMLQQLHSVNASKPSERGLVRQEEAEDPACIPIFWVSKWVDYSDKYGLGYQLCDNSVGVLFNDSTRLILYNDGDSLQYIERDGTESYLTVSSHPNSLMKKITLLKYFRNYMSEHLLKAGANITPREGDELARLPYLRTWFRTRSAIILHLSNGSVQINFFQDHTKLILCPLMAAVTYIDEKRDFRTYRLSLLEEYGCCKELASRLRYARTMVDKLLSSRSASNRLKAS
IL2 activator: qHTS of IL-2 Activators; 360,000 tested, 0.065% active; IL-2 activation reporter assay, cell-based qHTS; stimulated with anti-CD3/CD4/CD28 beads; in transgenic mouse T cells; activation, % (series mostly up to about 46 µM); AID 652025, 2013; in the data active = activation above about 50%; inconclusive = mostly about 30% to 49%; also: 0% is about no effect
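Using fluorescent plate cytometry, EGFP and DsRed are detected in transgenic mouse T cells stimulated 18 h at 37 degrees C with antibody-coated beads after 60 min compound pretreatment.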
The depositor's hits bear a star; ? = inconclusive; / = no result given; [ ] = dose if it differs, or a comment. Unless noted, calls follow the shape of the dose curve; as a rule, active = well fitted curve in the direction sought with a large enough effect; inconclusive = small, poorly fitted or top-dose-only effect, or another doubt; inactive = no such curve, though single readings can be large; an effect the other way counts as inactive or inconclusive.

smiles	PI5P4Ka inh	WRN helicase inh	GLP1R inv ag	GLP1R cytotox	DRD3 agonist	D3 antag	GLP-1R agonist	PLK1 PBD inh	IL2 activator
CC(=O)Nc1ccc(C(=O)N/C(=C/c2ccccc2)C(=O)NCc2ccco2)cc1	-4.2	0.7%	5.0%	10.9%	-25.5	0.0	18.5%	-23.7%	-2.9
N#C/C(=C/c1cccc([N+](=O)[O-])c1)C(=O)Nc1ccccc1O	5.5	-8.4%	5.9%	2.8%	7.0	9.2	-6.2%	?	-0.1
Cc1ccc(OCc2nnc(SCC(=O)Nc3ccc(N4CCOCC4)cc3)o2)cc1	5.4	-2.2%	-11.2%	-3.1%	22.9	15.5	2.0%	-1.4%	1.0
COc1ccc(/C=C(\C#N)c2nc3ccccc3[nH]2)cc1O	-7.7	?	52.1%[activator]	-16.2%	2.4	0.9	?	?	0.4
CC(=O)Nn1c(-c2ccccc2)cc2ccccc21	1.6	4.5%	-5.9%	5.5%	-4.7	-11.5	6.5%	-11.4%	-3.9
CCOc1ccccc1N1C(=O)CC(Nc2ccc(N3CCOCC3)cc2)C1=O (configuration not stated)	/	-8.6%	5.1%	-2.7%	0.4	24.9	4.1%	-2.9%	2.6
Cc1cccc(N2C(=S)NC3c4ccccc4OC2(C)C3C(=O)N(C)C)c1 (configuration not stated)	-0.9	1.0%	1.5%	5.0%	7.6	-2.1	1.1%	2.3%	-2.6
COc1cccc(CNCc2c(C(=O)O)n(Cc3ccc(C)cc3)c3cc(C)ccc23)c1OC	/	/	4.5%	-4.7%	7.8	/	0.7%	/	/
O=C(NN=C1CCCCCCC1)c1ccc2ccccc2n1	0.7	-0.3%	3.2%	-0.2%	1.5	-13.6	11.8%	-3.1%	0.1
CC(C)(C)c1cn(-c2ccc(Cl)cc2)c(=S)[nH]1	/	-3.5%	0.0%	2.6%	0.9	28.2	0.3%	-4.4%	1.0
COc1ccc(OCC(=O)NC(=O)c2ccccc2OC)c([N+](=O)[O-])c1	-1.1	-6.3%	23.6%	-9.2%	0.0	10.7	5.5%	-1.3%	2.8
O=C(Nc1ccc(O)c2c(=O)cc(-c3ccccc3Cl)oc12)c1ccc(Cl)cc1Cl	2.0	3.8%	15.1%	-7.4%	13.6	49.1	-4.1%	1.7%	-0.2
COc1ccc(CCNC(=O)c2cnn3ccccc23)c(OC)c1OC	8.9	-3.9%	21.2%	-8.4%	0.6	?	6.9%	1.1%	0.5
Cc1cc(C(=O)CSc2nnc(-c3ccc(OC(F)F)cc3)o2)c(C)n1Cc1cccs1	-11.5	5.1%	-9.8%	-2.8%	-4.7	-12.2	1.2%	-7.6%	-3.7
C=CCn1c(C)cc(C(=O)CSc2nc3ccccc3o2)c1C	/	-14.2%	-12.6%	1.5%	3.8	53.5	2.8%	-3.2%	-3.4
CC(C)(C)OC(=O)C[C@@H]1C/C=C\C[C@H](CC(=O)N(CCO)Cc2ccccc2)C(=O)NCCOC1=O	-5.6	-0.7%	11.4%	-8.4%	-11.6	2.7	5.2%	-3.9%	-0.5
CCN1CCc2c(sc(N)c2C(N)=O)C1	-7.9	-12.0%	0.5%	168.0%[activator]	-5.8	0.0	4.7%	21.2µM*	-3.1
O=C(CSc1nnc(-c2ccc(F)cc2)o1)N1CCCCC1	-1.8	6.2%	-18.5%	-6.6%	3.0	5.3	12.7%	-1.4%	0.0
CCCN1C(=O)C(O)(CC(=O)c2ccc3c(c2)OCCO3)c2ccccc21 (configuration not stated)	0.7	2.8%	-2.4%	-0.5%	2.5	9.8	-10.3%	-4.9%	-0.5
O=c1cc(Cn2ccnc2)c2cc3c(cc2o1)CCC3	12.5	-2.3%	3.6%	-3.9%	-7.9	-8.7	5.4%	-3.0%	0.5
COc1ccc(-n2c(SC)nc3sc4c(c3c2=O)CCN(C)C4)cc1	1.3	11.9%	-32.0%	2.0%	2.0	-0.4	21.0%	-12.6%	1.0
COCCCNC1=C(C#N)C(=O)NC(c2cccc([N+](=O)[O-])c2)S1 (configuration not stated)	4.4	-31.1%	7.2%	24.5%	4.0	-3.6	-2.8%	18.9µM*	-1.2
CCc1ccc[n+](-c2[nH]c(=O)sc2/C=N/N=C(\[O-])CCn2c3ccccc3c3ccccc32)c1	-5.2	-13.5%	7.4%	-20.5%	-2.1	-9.1	-2.2%	-7.0%	1.6
COCCCNC(=O)C(=O)N/N=C/c1cc2c(cc1Br)OCO2	0.7	6.5%	2.0%[7.66 µM]	-2.7%[7.66 µM]	5.6	-1.0	-2.8%	6.7%	1.4
CCOc1ccc(NC(=S)N2CCC(c3nc4ccccc4[nH]3)CC2)cc1	0.2	-3.5%	-29.9%	?	1.0	3.0	0.3%	1.0%	-0.1
N#Cc1cn(-c2cccc(C(F)(F)F)c2)c(=O)[nH]c1=O	-4.3	-2.4%	0.2%	15.2%	-5.1	0.4	1.4%	0.5%	1.1
Cc1ccc(C)c(CSc2nnc(-c3cccs3)n2Cc2ccco2)c1	/	-20.8%	?	0.9%	5.4	?	0.5%	-5.6%	-1.7
O=C(Nc1cccnc1Cl)c1cc2ccccc2o1	-0.9	-11.0%	37.8%[activator]	8.2%	4.5	19.9	-6.0%	0.8%	-0.6
Cc1cc(NC(=O)CS(=O)c2cn(Cc3cccc(Cl)c3)c3ccccc23)no1 (configuration not stated)	2.3	-9.6%	-19.8%	-4.9%	-4.8	0.0	3.6%	-3.9%	-0.9
COCCNC(=O)c1ccccc1NC(=O)c1ccccc1SC	-15.8	6.0%	21.8%	0.6%	5.6	16.4	2.4%	-4.4%	-0.1
CCN1CCN(c2ncc(C(=O)Nc3cc(Cl)c(OC)cc3OC)c3ccccc23)CC1	0.8	3.4%	16.4%	?	1.5	-28.1	-2.3%	-7.6%	-0.1
O=C(/C=C/c1ccco1)NC(=S)Nc1ccccc1Br	-17.1	-9.4%	?	?	3.8	-9.1	-2.2%	-18.3%	0.0
Cc1ccc([N+](=O)[O-])cc1NC(=O)Nc1cccc(F)c1	1.9	-8.7%	?	-13.1%	-2.2	-6.6	3.1%	-9.4%	-4.6
COc1cc(C(=O)CCN2CCC(c3ccccc3)C2)cc(OC)c1OC (configuration not stated)	-2.5	?	?	?	-29.1	-24.8	0.3%	26.7µM*	-4.3
O=C(NCc1ccco1)c1ccc(S(=O)(=O)N2CCCc3ccccc32)cc1	/	-25.8%	0.0%	5.7%	0.2	-28.4	7.3%	-5.5%	0.8
C=CCC[C@@H](Cc1ccc(F)cc1)C(=O)OC[C@H](Cc1c[nH]c2ccccc12)NC(=O)[C@@H](CC=C)CC(=O)N[C@@H](CO)Cc1ccccc1	5.8	1.6%	?	-19.7%	10.8	9.8	-1.0%	-3.0%	-0.3
CCOC(=O)c1c(C)[nH]c(C(=O)COC(=O)c2ccc(F)c(S(=O)(=O)N3CCOCC3)c2)c1C	2.0	-2.6%	11.9%	6.0%	-4.4	-2.8	1.9%	26.7µM*	0.5
CCCCNC(=O)C1(C)CCN1C(=O)c1cccc2c1OCCO2 (configuration not stated)	6.3	1.5%	4.8%	6.4%	-4.6	-21.7	23.3%	-7.9%	-0.6
N#Cc1ccccc1/C=N/Nc1nc(-c2ccccc2)c2cc(Br)ccc2n1	-11.2	3.3%	91.2%[activator]	-2.4%	2.6	-4.4	0.9%	-9.2%	7.3
CCCn1c(N)c(C(=O)CSc2nnc(-c3c[nH]c4ccccc34)n2C2CC2)c(=O)[nH]c1=O	-8.3	-18.2%	11.8%	13.6%	0.2	14.6	-7.8%	0.5%	0.4
Cc1ccccc1OCc1nnc(SCC(=O)Nc2ccc(N3CCOCC3)cc2)n1C	2.8	-20.8%	2.4%	2.5%	-2.5	-0.7	7.6%	-8.4%	0.4
O=C1CCCC(O)=C1N=Nc1c(Cl)cc(C(F)(F)F)cc1Cl	?	79.4µM*	6.1%	2.5%	1.9	-2.4	1.3%	-5.6%	0.0
COc1ccc(NC(=O)CNC(=O)C2CCCCC2)cc1	0.6	-1.5%	9.0%	-6.1%	-0.7	12.0	7.9%	-4.5%	0.1
CCOC(=O)c1nc(C)nc(Sc2n[nH]c(-c3cc(C(F)(F)F)cc(C(F)(F)F)c3)n2)c1C	19.3	-2.5%	?	?	14.6	16.6	-3.1%	-12.8%	0.0
COc1ccccc1NC(=O)N(Cc1ccccc1)c1ccccn1	12.2	-7.9%	7.08µM*	13.4%	7.9	-18.5	0.9%	-3.8%	-0.5
O=C(NCc1ccccc1)OCCN1CCN(Cc2ccccc2)CCC1=O	1.3	4.1%	-11.6%	-10.7%	-10.2	-68.3*	-3.1%	-3.0%	0.5

Single records, from the list above. Values in the order: PI5P4Ka inh | WRN helicase inh | GLP1R inv ag | GLP1R cytotox | DRD3 agonist | D3 antag | GLP-1R agonist | PLK1 PBD inh | IL2 activator
`CCOc1ccc(NC(=S)N2CCC(c3nc4ccccc4[nH]3)CC2)cc1` reads 0.2 | -3.5% | -29.9% | ? | 1.0 | 3.0 | 0.3% | 1.0% | -0.1
`COc1ccc(CCNC(=O)c2cnn3ccccc23)c(OC)c1OC` reads 8.9 | -3.9% | 21.2% | -8.4% | 0.6 | ? | 6.9% | 1.1% | 0.5
`CCc1ccc[n+](-c2[nH]c(=O)sc2/C=N/N=C(\[O-])CCn2c3ccccc3c3ccccc32)c1` reads -5.2 | -13.5% | 7.4% | -20.5% | -2.1 | -9.1 | -2.2% | -7.0% | 1.6

Assay outcomes from PubChem.
